TRPN1 ag: agonists of zebrafish TRPN1 channel. HEK293 zebrafish TRPN1-YFP, Fluo-8 calcium fluorescence; 100% = response to 87 µM carbachol. activation, % at 3 µM. 220,000 compounds, 0.18% hits;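 active means activation above its plate's cutoff, the mean activation of test wells on that plate plus 3 SD, cut at about 19% in these data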;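 further: 0% = DMSO alone and 100% = 87 µM carbachol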
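Assay system: Zebrafish TRPN1-YFP in HEK293 cells | Incubation: Dye loading 1 h at 37 °C, then 30 min room temperature | Measured by: Kinetic Fluo-8 fluorescence, ex 470-495, em 515-575 nm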
Ba/F3 V617F tox: loss of viability in JAK2V617F-driven Ba/F3 cells; inhibition, % at 5.6 µM; AID 1446; Ba/F3 EpoR-JAK2V617F viability, ATP luminescence; 220,000 compounds, 1.1% hits;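 active means inhibition above the campaign mean plus 3 SD over all tested compounds, cut at about 24% in these data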;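 further: cytokine-independent growth of Ba/F3 cells driven by EpoR plus mutant JAK2; 0% = DMSO-treated cells and 100% = JAK inhibitor I control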
Calpain2 inh: blocks pig calpain II enzyme activity. inhibition, % at 16 µM. purified calpain II, fluorogenic peptide substrate, 30 min. 220,000 compounds, 0.37% hits. AID 1236;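 active means inhibition above about 50%, limit read from the data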
EP2 modulator: modulators of human EP2 prostaglandin E2 receptor | 260,000 compounds, 0.83% hits | EP2-expressing cells, cAMP HTRF FRET, PGE2 co-stimulation | induction, % at 25 µM | P43116;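 active means compounds whose cAMP rise, as percent of the full-agonist control response, exceeds 60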;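 further: rat C6 glioma line stably carrying human EP2 under a CMV promoter; the protocol text gives 20 µM as final concentration; 100% = response of wells given 1 µM PGE2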
Target sequence (P43116 whole entry, looked up): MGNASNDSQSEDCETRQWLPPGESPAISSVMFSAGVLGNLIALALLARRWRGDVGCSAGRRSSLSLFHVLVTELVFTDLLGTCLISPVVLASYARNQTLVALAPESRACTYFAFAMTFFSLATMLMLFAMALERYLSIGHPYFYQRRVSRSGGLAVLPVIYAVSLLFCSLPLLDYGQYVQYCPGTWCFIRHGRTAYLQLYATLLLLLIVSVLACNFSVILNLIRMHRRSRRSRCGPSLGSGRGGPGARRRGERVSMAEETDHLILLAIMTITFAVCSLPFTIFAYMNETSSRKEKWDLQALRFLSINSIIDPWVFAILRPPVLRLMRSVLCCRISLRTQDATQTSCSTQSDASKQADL
PERK inhibitor: human PERK inhibition, primary cell-based screen | Q9NZJ5 | CHO PERK-DD fusion, SEAP luminescence translation reporter | inhibition, % at 5.6 µM | 220,000 compounds, 0.17% hits;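 active means inhibition above the mean inhibition of all tested compounds plus 3 SD, set separately per screening campaign, cut at about 2.9% in these data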;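 further: PERK kinase domain activated by AP20187 dimerizer at 100 nM; 0% = DMSO with dimerizer and 100% = rapamycin at 8.4 µM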
TRPML3 ag: agonists of human TRPML3 channel; Q8TDD5; HEK293 TRPML3-YFP, Fluo-8 calcium fluorescence; 100% = the carbachol control signal; activation, % at 3 µM; 220,000 compounds, 0.29% hits; AID 1448;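 active means activation above its plate's cutoff, the mean activation of the plate's test wells plus 3 SD, cut at about 12% in these data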;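 further: 0% = DMSO only wells and 100% = carbachol wells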
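Material: TRPML3-YFP stable HEK293 cells | Dosing: One concentration, 3 µM nominal, 0.3% DMSO | Timing: 125 s total fluorescence read per well | Technique: Fluo-8 calcium dye fluorescence, ex 470-495, em 515-575 nm | Measure: Percent activation from peak-to-basal fluorescence ratio, scaled between DMSO and carbachol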
BaF3 tox: parental Ba/F3 viability inhibition as JAK2V617F counter-screen; CellTiter-Glo ATP luminescence; inhibition, % at 5.6 µM; 220,000 compounds, 1.1% hits; AID 1486;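 active means inhibition above a per-campaign cutoff, the mean inhibition of all tested compounds plus 3 SD, cut at about 27% in these data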;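 further: 0% = DMSO wells and 100% = JAK Inhibitor I control wells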
S1P4 antagonist: human S1P4 receptor antagonism; S1P4-expressing cells, antagonist mode, reporter read-out; inhibition, % at 4.98 µM; 220,000 compounds, 0.26% hits; AID 1510; O95977; in the data active means inhibition above about 29%;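 further: 0% = wells stimulated with agonist and 100% = vehicle wells without agonist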
Target sequence (O95977 whole entry, looked up): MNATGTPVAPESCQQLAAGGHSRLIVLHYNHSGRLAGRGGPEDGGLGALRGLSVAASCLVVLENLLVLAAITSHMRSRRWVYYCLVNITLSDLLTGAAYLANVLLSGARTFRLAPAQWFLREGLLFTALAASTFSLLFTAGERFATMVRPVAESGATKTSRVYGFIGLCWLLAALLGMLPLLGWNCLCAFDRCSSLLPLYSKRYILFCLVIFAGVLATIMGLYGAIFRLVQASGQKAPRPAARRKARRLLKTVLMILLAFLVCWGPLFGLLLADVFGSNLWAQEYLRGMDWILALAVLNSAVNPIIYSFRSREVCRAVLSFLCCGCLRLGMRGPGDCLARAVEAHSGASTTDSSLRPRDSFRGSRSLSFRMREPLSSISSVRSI
S1P4 agonist: activates the human S1P4 receptor; 220,000 compounds, 0.35% hits; O95977; activation, % at 4.98 µM; S1P4-expressing cell line, agonist reporter assay; in the data active means activation above about 11%;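 further: 0% = DMSO vehicle and 100% = reference agonist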
An asterisk follows results filed as active; . = no result given; & = joins results of further samples. This is a random part of the collection; overall some 3.6% were active at least once.

Structure	TRPN1 ag	Ba/F3 V617F tox	Calpain2 inh	EP2 modulator	PERK inhibitor	TRPML3 ag	BaF3 tox	S1P4 antagonist	S1P4 agonist
CN1CCc2nc3sc(C(=O)NCc4ccccc4)c(N)c3cc2C1	1.3	4	7	-13	0.3	0.4	5	-20	0.9
CC(C)CCn1cnc2c1c(=O)n(C)c(=O)n2C	-0.6	-4	-33	8	1.5	0.8	2	6	-1.6
COc1ccc(/C=C/C(=O)OCn2c(SC)nnc(C)c2=O)cc1OC	1.1	2	-29	-36	1.8	0.9	4	-4	-0.6
CC(=O)Nc1ccc(S(=O)(=O)Nc2nc3ccccc3nc2N2CCCCCC2)cc1	-0.3	-1	-10	-10	1.1	0.0	8	5	7.6
COc1nc(-c2ccccc2)nc(C)c1CC(=O)O	1.8	0	-19	33	0.2	1.0	4	-5	-0.9
CC(NCCC1(Cc2ccccc2Cl)CCOC(C)(C)C1)c1cccs1 (configuration not stated)	-2.9	-1	9	-8	1.5	-0.6	-3	8	-1.3
CCC(CO)n1c(SCc2cc([N+](=O)[O-])cc3c2OCOC3)nc2ccccc2c1=O (configuration not stated)	-0.5	4	19	45	-1.2	-0.7	13	-6	-1.2
CCSc1ccc(-c2nn(-c3ccccc3)cc2/C=C(/C#N)C(=O)NC)cc1	1.5	-1	-363	12	0.9	0.9	8	-29	3.6
COc1ccc(-c2cn(-c3ccc(Br)cc3)c3[n+]2CCS3)cc1	0.8	65*	1	26	1.2	0.3	78*	-34	0.3
CCC(C(=O)NCc1ccc(F)cc1)N(Cc1ccco1)C(=O)c1snc(C(N)=O)c1N (configuration not stated)	0.9	2	-61	-3	-0.8	0.1	10	-8	-0.6
Cc1ccc(C(=O)COC(=O)c2cc(Cl)nc3ccccc23)cc1C	0.1	1	7	34	0.2	-0.2	2	9	0.8
Cc1cc(N/N=C/c2c(O)ccc3ccccc23)nc(-c2ccccc2O)n1	1.7	-2	-73	-31	0.8	0.8	0	-3	-1.1
O=C(Nc1ccccc1)c1ccccc1OCc1ccc(S(=O)(=O)N2CCOCC2)cc1	1.2	0	-40	-25	1.0	0.8	1	-6	0.4
CC1=CC(C)(C)N(C(=O)CSc2nnc(-c3ccccc3)o2)c2ccc(C)cc21	-1.1	-4	25	61*	-0.6	23*	9	-10	-1.7
CSc1ncccc1C(=O)OCc1ccc(COC(=O)c2cccnc2SC)cc1	-0.1	-3	-32	26	0.8	-0.1	3	7	1.8
CC(=O)SC1CC(=O)N(c2c(C)cccc2C)C1=O (configuration not stated)	1.9	7	-12	33	0.2	0.5	2	-2	-0.7
CCOc1cc(C)ccc1OCc1nnc(SCC(=O)c2cccc([N+](=O)[O-])c2)n1C	-1.9	1	-20	-18	0.1	-1.1	1	4	-1.0
CCC1Oc2ccccc2N(CC(=O)NCCCN2CCOCC2)C1=O (configuration not stated)	-0.4	-4	.	.	2.4	0.7	12	-12	-1.4
O=C(O)c1ccc(NS(=O)(=O)/C=C/c2ccccc2)cc1O	0.3	-4	20	10	-1.0	-0.1	0	-4	0.1
Cc1c(/C=N/NC(=O)c2cc(C(C)(C)C)[nH]n2)c2ccccc2n1C	0.9	-3	-6	-41	-1.0	0.6	-1	4	-0.3
O=C(O)CNC(=O)CC1S/C(=N/N=C/c2ccccc2O)NC1=O (configuration not stated)	0.6	4	10	15	-0.2	0.4	4	1	-1.4
CC1CCCC(NC(=O)C2CCCN2S(=O)(=O)c2cccc3nsnc23)C1C (configuration not stated)	0.8	3	-4	4	-1.0	-0.4	7	-27	-1.6
O=C(CSc1nccc(-c2ccc(Br)cc2)n1)NCCc1ccccc1	-0.1	3	-24	-23	-0.7	-0.1	4	-29	-0.6
COc1ccc(CCNC(=O)C/C(C)=N/NC(=O)c2ccc(N)cc2)cc1OC	-0.6	0	9	11	0.4	1.1	2	-11	-0.1
Cc1oc(-c2ccccc2F)nc1CN1CCC(C(=O)NC2CC2)CC1	0.5	1	-14	-1	0.4	-0.1	5	16	0.6
CN(C)S(=O)(=O)NC(c1ccccc1)c1ccccc1	-1.0	-1	4	7	0.1	-1.1	3	-22	-2.3
Cc1ccccc1NS(=O)(=O)c1cc(C(=O)Nc2cccc(N(C)S(C)(=O)=O)c2)ccc1C	-0.2	2	-10	-31	0.0	0.8	0	-17	1.7
O=C(CCCOc1ccc(Cl)cc1Cl)NCCCn1ccnc1	-0.8	-1	18	-38	0.2	-2.8	3	3	2.2
O=C(Nc1ccc(Cl)cc1)N1CCC(CO)(Cc2ccccc2)CC1	0.9	-2	-10	-6	0.3	1.1	6	-3	1.7
CC1=C(C(N)=O)C(c2ccccn2)n2nc(-c3ccccc3Cl)nc2N1 (configuration not stated)	1.8	-3	9	20	1.6	0.1	2	-13	2.7
c1nc2n(n1)C1=C(CCCC1)C1(CCCCC1)N2	1.0	2	19	12	-1.0	-0.4	1	5	-0.7
CCOC(=O)c1c(COc2ccccc2)oc2ccc(O)cc12	0.8	1	-7	21	-0.6	0.6	1	-10	0.1
O=C(N/N=C/C(Br)=C/c1ccccc1)c1cccs1	-0.2	-4	14	-36	0.7	-0.4	-4	11	-1.7
COc1cc2c(=O)nc3n(c2cc1OC)C(c1ccccc1)N=C(N)N3 (configuration not stated)	0.8	1	-53	0	0.6	0.9	5	-11	-0.1
COc1ccc2c(c1)OCC1=C2CCC2(C)C(=O)CC=C12 (configuration not stated)	-0.7	-4	-333	-90	0.5	0.3	1	5	-2.2
CCn1c(COc2ccccc2)nnc1SCC(=O)NC1CCCCC1	0.8	2	-14	16&-26	-1.6	0.1	2	-13	1.1
Oc1[nH]c2ccccc2c1N=Nc1ccccc1	0.3	-2	13	-12	-0.2	-0.1	-3	9	0.8
Cc1cc2ncn(/N=C/c3ccc(-c4ccccc4)o3)c2cc1C	-0.3	-2	-36	44	0.2	0.7	1	-12	-1.0
CC[C@H](C)[C@@H]1NC(=O)c2cc([N+](=O)[O-])cc(I)c2NCC[C@@H](C(N)=O)NC(=O)[C@H](CCCN=C(N)N)NC1=O	-1.1	-1	-21	32	0.4	0.2	4	-3	1.5
O=C(Nc1ccccc1OC(F)F)c1ccc(F)cc1	-1.9	-3	-35	7	0.7	0.5	3	3	1.4
COc1ccc2cc(CN(Cc3ccco3)Cc3nnnn3C3CCCCC3)c(=O)[nH]c2c1	0.0	-3	-30	50	-1.3	-0.7	2	-26	-0.9
CSc1nnc(-c2ccncc2)n1/N=C/c1cn(-c2ccccc2)nc1-c1ccc(Cl)cc1	0.3	-2	-29	18	-0.2	0.6	1	-4	2.0
CSc1ccccc1C(=O)N1CCN(c2ccc(F)cc2)CC1	-0.5	-2	-3	5	0.4	1.1	4	5	-0.9
COc1ccc(OC)c(CCNC(=O)CC2Oc3ccccc3NC2=O)c1 (configuration not stated)	-0.8	1	13	1	-1.1	-0.2	4	-21	-1.5
CC1(C)CC(=O)CC(C)(C)N1OC(=O)c1ccco1	1.3	-4	0	17	1.1	1.1	3	-2	-0.9
CCOC(=O)c1cn(-c2nc(-c3ccc(Cl)cc3)cs2)c2c(F)c(N3CC(C)OC(C)C3)c(F)cc2c1=O (configuration not stated)	-0.3	-1	-40	43	3.2*	1.6	-2	-10	1.2
CCOC(=O)c1nc(Nc2cc(C)cc(C)c2)c2ccccc2n1	-1.7	4	7	5	-0.8	-1.7	6	-5	-2.1
COc1ccc(S(=O)(=O)N(CC(=O)NCc2cccnc2)Cc2ccccc2)cc1	0.4	-4	-8	0	-1.1	0.9	0	-13	3.7
COc1ccc(S(=O)(=O)Oc2ccc3ccccc3c2)cc1	0.4	-1	12	-62	0.9	0.3	6	-5	-0.7
CN(C)/C=C1\C(=O)N(C)N=C1C(F)(F)F	2.4	-5	-31	35	1.4	1.0	7	2	2.4

Carrying on.
Structure	TRPN1 ag	Ba/F3 V617F tox	Calpain2 inh	EP2 modulator	PERK inhibitor	TRPML3 ag	BaF3 tox	S1P4 antagonist	S1P4 agonist
COc1cc(CNc2ncn[nH]2)ccc1OCc1cccc(C)c1	1.2	1	26	-19	0.3	0.4	2	-3	-0.4
CON(C)c1nc(OCCNC(=O)OCc2ccc(Cl)cc2C)nc(N(C)C)n1	-1.8	3	-1	21	-1.2	-0.7	5	-3	3.1
CCC(=O)c1cn(CC(=O)O)c2ccccc12	2.1	2	-15	17	1.1	1.6	8	-16	-1.0
Cc1ccc(OCc2ccoc2C(=O)O)cc1C	0.7	1	-26	18	1.8	0.6	7	-7	-2.1
Cc1nc2cc3sc(C)nc3cc2s1	0.7	-3	-31	-19	0.3	1.0	6	-13	-2.3
CC(c1ccccc1)N1CCc2[nH]c(=S)[nH]c(=O)c2C1 (configuration not stated)	-0.1	-2	-14	1	1.0	0.8	-2	-18	0.1
O=C(N/N=C/c1ccc(Br)s1)c1ccco1	0.0	-4	7	-12	-0.2	0.5	-2	4	0.0
NS(=O)(=O)c1ccc(CNC(=O)CCC2CCCCC2)cc1	-0.2	-1	9	5	0.5	0.2	5	-20	2.1
Cc1cccc(C)c1OCCNC(=O)CCC(=O)c1ccccc1	1.9	1	-13	18	-0.6	0.7	5	-8	-1.1

Profiles, looked up by structure:
CSc1nnc(-c2ccncc2)n1/N=C/c1cn(-c2ccccc2)nc1-c1ccc(Cl)cc1 is listed as TRPN1 ag: 0.3; Ba/F3 V617F tox: -2; Calpain2 inh: -29; EP2 modulator: 18; PERK inhibitor: -0.2; TRPML3 ag: 0.6; BaF3 tox: 1; S1P4 antagonist: -4; S1P4 agonist: 2.0
Cc1ccccc1NS(=O)(=O)c1cc(C(=O)Nc2cccc(N(C)S(C)(=O)=O)c2)ccc1C is listed as TRPN1 ag: -0.2; Ba/F3 V617F tox: 2; Calpain2 inh: -10; EP2 modulator: -31; PERK inhibitor: 0.0; TRPML3 ag: 0.8; BaF3 tox: 0; S1P4 antagonist: -17; S1P4 agonist: 1.7
